PP5 primary – blocks human protein phosphatase 5 activity | inhibition, % at 6.7 µM | 320,000 compounds, 0.18% hits | AID 1987 | P53041 | purified PP5c, OMFP substrate fluorescence;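 active means inhibition above the campaign's mean inhibition across all tested compounds plus 3 SD, cut at about 9.5% in these data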;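 further: 0% = DMSO only and 100% = 100 µM cantharidin control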
Target sequence (P53041 whole entry, looked up): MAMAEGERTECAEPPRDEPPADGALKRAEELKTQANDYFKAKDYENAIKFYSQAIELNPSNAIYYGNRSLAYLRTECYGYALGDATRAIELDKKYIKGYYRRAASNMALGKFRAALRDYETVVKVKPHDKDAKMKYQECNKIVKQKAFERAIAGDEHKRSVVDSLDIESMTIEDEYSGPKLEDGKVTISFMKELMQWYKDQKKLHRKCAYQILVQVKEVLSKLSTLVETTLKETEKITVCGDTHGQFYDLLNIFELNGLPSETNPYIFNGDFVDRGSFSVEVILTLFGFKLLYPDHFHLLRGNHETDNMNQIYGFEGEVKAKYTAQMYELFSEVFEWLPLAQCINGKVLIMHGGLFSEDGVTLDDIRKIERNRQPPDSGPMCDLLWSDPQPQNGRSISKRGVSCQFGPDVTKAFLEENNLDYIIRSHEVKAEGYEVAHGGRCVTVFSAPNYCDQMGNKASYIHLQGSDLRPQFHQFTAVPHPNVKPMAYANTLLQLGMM
VLA-4 inh – inhibition in a human VLA-4 binding assay; VLA-4 expressing cells, ligand binding flow cytometry; inhibition, % (about 7 µM as worked out from the volumes in the protocol); AID 2557; 330,000 compounds, 0.2% hits; P13612; in the data active means inhibition above about 50%
GRK2 inh – human GRK2 inhibition via aptamer displacement. bead flow cytometry, FAM-aptamer displacement from GRK2. inhibition of aptamer binding, % at 10 µM. 330,000 compounds, 0.59% hits;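 active means inhibition of aptamer binding above 40%, roughly 3 SD of noise, on plates passing a quality check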;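 further: median bead fluorescence of bound FAM aptamer so fluorescent compounds give negative values; no value below 0 was filed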
procasp3 activ – activators of human procaspase-3; activation, % at 8.5 µM; recombinant procaspase-3 D3A, Ac-DEVD-pNA absorbance 405 nm; 330,000 compounds, 0.11% hits;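 active means activation above the mean of all tested compounds plus 3 SD, cut at about 21% in these data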;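 further: 0% = DMSO alone and 100% = DMSO wells spiked with extra 5 µM PC-3 D3A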
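Test system: Procaspase-3 D3A mutant; medium: Zinc-free HEPES/NaCl buffer with 0.01% Triton X-100 at pH 7.4; reagent: DEVD-pNA substrate; doses: one concentration, 8.5 µM nominal, 0.8% DMSO; times: 1 h preincubation plus 2 h reaction at 25 °C; signal: Epi-absorbance at 405 nm of released p-nitroaniline, 0 and 120 min; replicates: singlicate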
proCasp7 act – activates human procaspase-7, counter-screen for procaspase-3 activators; recombinant procaspase-7, Ac-DEVD-pNA absorbance 405 nm; D23A/D198A/D206A triple mutant, cannot self-cleave; scale: DMSO 0, 5 µM enzyme 100; P55210; activation, % at 8.5 µM; 330,000 compounds, 0.093% hits; AID 463210;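 active means percent activation above the screen-wide mean plus 3 SD, cut at about 25% in these data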
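Detection: p-Nitroaniline absorbance at 405 nm, read at 0 and 120 min; system: Uncleavable procaspase-7 mutant enzyme; evaluation: % activation from two-timepoint absorbance difference, scaled to controls; times: 1 h enzyme–compound preincubation and 2 h substrate reaction, both 25 °C; buffer or medium: Zinc-free HEPES pH 7.4 with 300 mM NaCl, 0.01% Triton X-100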
JMJD2C inh – blocks human GASC-1 demethylase activity; Q9H3R0; GST-JMJD2C(1-420) H3K9me3 demethylation, DELFIA europium; inhibition, % at 2.35 µM; 330,000 compounds, 0.069% hits;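 active means more than half of a compound's replicate wells show inhibition beyond 50%, single wells judged on their own value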;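 further: signal counts dimethyl H3K9 product captured on neutravidin plate; 0% = median of DMSO wells and 100% = 0.3 times that DMSO median; strong numbers were not always called active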
CTSL1 counter – blocks F. hepatica cathepsin L1 in PFM18AAP counter-screen; inhibition, % at 5.96 µM; 300,000 compounds, 0.49% hits; recombinant F. hepatica cathepsin L1, Z-Leu-Arg-MCA fluorescence;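 active means inhibition above the mean of all tested compounds plus 3 SD, set per screening campaign, cut at about 17% in these data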;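 further: 0% = plate median of test compound wells and 100% = 1 µM Z-Phe-Ala-diazomethylketone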
PP1 inh – counter-screen for PP5 inhibitors: inhibitors of human PP1-alpha | purified PP1alpha, OMFP fluorescence | inhibition, % at 6.7 µM | 320,000 compounds, 0.9% hits | AID 2235;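 active means inhibition above the mean inhibition of all tested compounds plus 3 SD, computed separately for each screening campaign, cut at about 15% in these data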
Target sequence (P62136 whole entry, looked up): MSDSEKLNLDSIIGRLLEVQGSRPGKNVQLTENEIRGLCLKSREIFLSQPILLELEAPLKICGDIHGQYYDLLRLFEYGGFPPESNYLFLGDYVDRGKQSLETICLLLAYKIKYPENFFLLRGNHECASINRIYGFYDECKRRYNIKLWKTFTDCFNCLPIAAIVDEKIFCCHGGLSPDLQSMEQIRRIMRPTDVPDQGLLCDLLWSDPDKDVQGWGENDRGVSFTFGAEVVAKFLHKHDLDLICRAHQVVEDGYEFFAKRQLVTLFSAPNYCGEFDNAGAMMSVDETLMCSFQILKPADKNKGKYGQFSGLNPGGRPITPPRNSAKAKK
HCV core dimer – blocks dimerization of HCV core protein. inhibition, % at 5 µM. TR-FRET GST/Flag-core106 dimerization, 1536-well. 300,000 compounds, 0.33% hits;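 active means inhibition above the mean of all tested compounds plus 3 SD, set per screening campaign, cut at about 45% in these data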
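Assay system: GST-tagged and Flag-tagged HCV core protein residues 1-106 / Times: compound-protein-antibody incubation 4 h at 22.5 °C / Signal: time-resolved FRET, ex 340 nm, em 617 and 671 nm / Evaluation: % inhibition based on acceptor/donor emission ratio / Benchmarks: wells lacking GST-core106 and wells with excess unlabelled core106 / Repeats: singlicate, one well per compound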
* marks the source's active call; other numbers are inactive results; / = no result given.

SMILES | PP5 primary | VLA-4 inh | GRK2 inh | procasp3 activ | proCasp7 act | JMJD2C inh | CTSL1 counter | PP1 inh | HCV core dimer
CCN(C(=O)COC(=O)CCC(=O)c1cccs1)C1CCCCC1 | / | 3 | 3 | 7 | 6 | 4 | / | / | /
C/C(=N\NC(=O)CNC(=O)C1COc2ccccc2O1)c1ccco1 (stereo not drawn) | 0.1 | 15 | 0 | 7 | 5 | -13 | -4 | -6 | 5
O=C(C1CCC1)N1CCC(O)(c2cccc(F)c2)CC1 | 0.5 | -4 | 1 | 6 | 15 | 5 | -3 | -5 | -3
CC1CCCN(C(=O)CN2C(=O)c3ccccc3C2=O)C1 (stereo not drawn) | -2.4 | -4 | 4 | -1 | -9 | -9 | -1 | 1 | -2
Cc1cccc(C(=O)N2CCN(C(=O)c3cccc(C)c3)C(C)C2)c1 (stereo not drawn) | 0.3 | 0 | 0 | -2 | 4 | -7 | -7 | -1 | 9
N#CCSc1ccccc1NC(=O)COC(=O)Cc1c[nH]c2ccccc12 | 2.1 | -407 | 0 | -1 | -1 | / | / | -4 | /
Cc1cccc(OCC(=O)Nc2ccc3c(c2)nc(CN2CCCCC2)n3C)c1 | 1.5 | -5 | 0 | 5 | -1 | -2 | 4 | -2 | 1
CC(C(=O)c1c[nH]c(C(N)=O)c1)c1ncc(C(F)(F)F)cc1Cl (stereo not drawn) | 0.1 | -3 | 0 | -4 | 11 | -6 | 0 | -1 | 1
Cc1ccc(/C(O)=C2\C(=O)C(=O)N(CCc3c[nH]c4ccccc34)C2c2cccnc2)cc1 (stereo not drawn) | -1.6 | 5 | 0 | -5 | -1 | 4 | 2 | 4 | 5
COc1ccc(N(C(=O)c2ccn[nH]2)C(C(=O)NC(C)(C)C)c2ccc(F)cc2)cc1 (stereo not drawn) | 2.4 | 14 | 2 | -7 | 5 | -35 | -1 | 0 | -1
COc1ccc2cc(C3=CC(=O)C[C@H](c4ccc5c(c4)OCO5)C3)ccc2c1 | 3.7 | -2 | 0 | 6 | -2 | 6 | / | 2 | /
O=C(Cc1c(F)cccc1Cl)N(Cc1ccccc1)c1ccccn1 | -0.5 | 15 | 0 | 0 | 4 | -8 | -2 | -4 | 5
O=C(NNC(=O)C1CC1)c1ccc(-c2ccccc2)cc1 | -1.4 | -6 | 0 | -2 | 9 | -5 | 0 | -2 | -3
Clc1ccccc1-c1nnn(Cc2ccc(-c3nn[nH]n3)cc2)n1 | 3.1 | -12 | 34 | -2 | 1 | -4 | -1 | 2 | 4
O=C(O)c1ccc(CSc2nc3ccccc3c(=O)n2-c2ccccc2)cc1 | 3.3 | 1 | 2 | 3 | -4 | 11 | 3 | 6 | 2
C=CCn1c(SCC(=O)NC(=O)NC)nnc1C1CCCCC1 | -0.8 | -9 | 0 | -2 | 3 | -5 | -1 | -2 | -2
Cc1cc(Cl)ccc1NC(=S)N1CCC(C(N)=O)(N2CCCCC2)CC1 | 0.4 | 15 | 2 | -10 | -7 | -4 | -32 | 1 | -1
O=Cc1ccccc1OCCCOc1cccc2cccnc12 | 1.8 | 9 | 3 | 1 | 9 | -1 | 0 | -2 | 3
CCN(CC)S(=O)(=O)c1ccc(NC(=O)COC(=O)CNS(=O)(=O)/C=C/c2ccccc2)cc1 | 3.7 | -6 | 0 | -2 | -2 | -1 | -23 | 4 | 3
COc1ccc(/C=N/NC(=O)c2ccccc2F)cc1CN1CCN(c2ccc(F)cc2)CC1 | -0.6 | 19 | 0 | -3 | 0 | -4 | -1 | -4 | 7
COc1cc(NS(C)(=O)=O)cc(OC)c1OC | 3.4 | -2 | 1 | -4 | 4 | 4 | 0 | -10 | -9
O=C(Oc1ccccc1-c1csnn1)c1cccs1 | 0.6 | -2 | 2 | 6 | -2 | -16 | 0 | -1 | 2
CC(=O)c1nn(-c2ccc(Cl)cc2)cc1C(=O)c1ccc(C)cc1 | -3.3 | 2 | 0 | -4 | 3 | -2 | 2 | -6 | 8
CCC(CC)C1=NN2C(=N)/C(=C\c3cc(C)n(-c4cccc(C)c4)c3C)C(=O)N=C2S1 | 2.6 | -1 | 3 | -6 | -17 | 4 | -2 | -2 | 19
c1ccc2c(c1)nc(CN1CCOCC1)n1c3ccccc3nc21 | 3.5 | -7 | 0 | 9 | 0 | 1 | 0 | -1 | -9
COc1ccccc1/C=C/C(=O)Nc1ccc2c(c1)CCC2 | 3.9 | 8 | 2 | 2 | 10 | 9 | -1 | 2 | 0
CCOC(=O)c1ccc(N2C(=O)C3CCCN3C2=S)cc1 (stereo not drawn) | -1.8 | 37 | 42* | -13 | -25 | 4 | / | 0 | /
COc1cccc(NC(=O)c2ccc(-n3cccn3)nc2)c1 | 1.6 | 14 | 2 | -3 | -4 | -6 | 2 | 0 | -2
CN(C(=O)c1cc2c(=O)n3ccccc3nc2n1C)C1CCCCC1 | -1.9 | 4 | 0 | -5 | -14 | 17 | 18* | -5 | -14
O=C(Nc1ccc(Br)cc1)C1CCCN(S(=O)(=O)c2cccnc2)C1 (stereo not drawn) | 0.6 | 3 | 2 | -5 | 5 | 18 | -1 | -2 | -1
CCS(=O)(=O)c1nc2ccccc2n1CC(=O)N1CCOCC1 | -0.1 | -3 | 3 | -3 | 1 | -5 | -2 | 5 | -2
O=C(Nc1cccc(Cl)c1)Nc1c[nH]c(=O)[nH]c1=O | 1.2 | -1 | 0 | -4 | -8 | -8 | 4 | -2 | 3
COC(=O)[C@H](CCSC)NC(=O)NCc1ccccn1 | 3.3 | 5 | 0 | -5 | 3 | -16 | -3 | -3 | -10
CC(=O)Nc1ccc(OS(=O)(=O)c2cc(Cl)ccc2C)cc1 | -0.2 | 35 | 1 | 9 | -3 | -1 | -4 | -3 | 2
COCCC(=O)Nc1ccc2c(c1)CN(C(=O)c1ccc(CSC)o1)CC2 | 3.3 | 7 | 0 | 1 | -2 | 0 | -2 | -1 | -5
CCOC(=O)Cn1c(C)nc2ccccc21 | 3.3 | 9 | 1 | 1 | 2 | 2 | -1 | -3 | -2
Nc1nc(SCc2ccc(F)cc2)n[nH]1 | 3.6 | -1 | 0 | 1 | 2 | 26 | -6 | 1 | -9
Cn1c(=O)[nH]c(=O)c2c1nc(N1CCCCCC1)n2Cc1cccc2ccccc12 | 3.8 | 2 | 1 | 9 | 9 | 3 | 2 | -4 | 20
O=C(COC(=O)CC1CC2CCC1C2)Nc1ccccc1Cl (stereo not drawn) | / | 28 | 4 | -7 | 8 | 8 | / | / | /
CC(NC(=O)Cc1cccc(C(F)(F)F)c1)c1ccc(F)cc1 (stereo not drawn) | -1.2 | -23 | 0 | -3 | 4 | -2 | 0 | 4 | 0
Cc1cc(C)c(C#N)c(Nc2ccccc2F)n1 | -0.7 | 6 | 0 | 4 | -13 | 10 | 0 | -1 | -6
O=C1/C(=C/c2ccncc2)N=C2CCCCCN12 | -1.2 | -4 | 0 | -14 | -5 | -9 | 1 | -6 | -2
O=c1cc[nH]c2c(C(F)(F)F)cccc12 | 0.7 | 2 | 0 | -2 | 7 | -6 | -1 | 3 | -3
O=C(CCc1ccc(S(=O)(=O)NCCc2ccccc2)cc1)Nc1ccc2c(c1)OCO2 | 5.3 | 3 | 0 | 2 | -3 | 0 | -2 | -1 | 8
N/C(=N\OC(=O)Nc1cccc(C(F)(F)F)c1)c1ccno1 | -2.1 | -7 | 0 | -11 | 7 | 1 | 2 | -3 | -1
COC(=O)c1sc(N)nc1C(C)(C)C | -1.4 | -7 | 0 | 3 | 5 | 0 | 0 | -1 | -4
Cc1ccc2nc(CSc3nnc(-c4ccco4)n3-c3ccccc3)cc(=O)n2c1 | 0.1 | 1 | 0 | -2 | -9 | -4 | 4 | -1 | -5
CCNCCNC(=O)c1c(O)c2ccccc2n(CC)c1=O | 2.0 | 14 | 0 | 1 | 12 | -12 | 1 | -2 | -4
Cc1c(Cl)cccc1Nc1ncccc1C(=O)O | -0.9 | -1 | 0 | -8 | -10 | 2 | -4 | -1 | 6
Cc1ccc(C(=O)N/C(=C\c2cccs2)C(=O)NCCCN2CCOCC2)cc1 | -0.9 | 14 | 2 | -3 | 2 | -21 | -1 | -3 | -2
COc1ccc(NS(=O)(=O)c2cc(C(=O)OC(C)C(=O)N3CCOCC3)ccc2Cl)cc1 (stereo not drawn) | -0.4 | 7 | 2 | 5 | 7 | 3 | -2 | -4 | 0
Cc1cc(NC(=O)CN(C)CC(=O)Nc2ccc(F)c(F)c2F)no1 | 3.6 | 9 | 0 | -2 | 7 | 3 | / | 5 | /
Cc1nc(N/N=C/c2ccc(O)cc2O)cc(N2CCOCC2)n1 | 1.8 | 4 | 3 | 1 | 2 | -46 | -1 | 3 | -10
CCOC(=O)N1CCN(C(=O)c2cc(S(=O)(=O)N3CCc4ccccc43)ccc2OC)CC1 | -0.6 | 6 | 5 | 10 | 6 | -23 | -1 | -6 | 0
CNC(=O)NC1CCCCc2sccc21 (stereo not drawn) | -0.7 | 4 | 2 | 2 | -14 | 6 | 0 | 1 | -2
Cc1ccc(NC(=O)c2cccs2)cc1NC(=O)c1ccc(F)cc1 | 1.3 | -1 | 1 | 5 | 7 | -5 | -1 | -1 | -6
O=C(COc1ccc([N+](=O)[O-])cc1)NNC(=O)Nc1ccccc1F | 1.4 | -9 | 3 | -7 | -13 | 4 | 2 | -9 | -8
Cc1ccc(/C=C/C(=O)NCc2cccs2)c(C)c1 | 2.5 | 13 | 2 | -4 | 3 | -5 | 0 | -2 | -1
NS(=O)(=O)c1cccc(NC(=O)CSc2nc3ccccc3n2-c2ccccc2)c1 | 1.3 | -1 | 0 | 9 | 4 | -10 | 1 | 1 | 9
Clc1ccc2c(c1)C(N1CCNCC1)=Nc1ccccc1O2 | -0.7 | -1 | 0 | 6 | 1 | 1 | 0 | 4 | -7
COc1ccccc1-c1cc(C(=O)N2CCN(c3ccccc3)CC2)no1 | 2.4 | 0 | 0 | 9 | 4 | -1 | 1 | -2 | 9
CC1CC(C(F)(F)F)n2nc(C(=O)O)cc2N1 (stereo not drawn) | -0.4 | -5 | 0 | -2 | 9 | -3 | 1 | 0 | 2
CN(NS(=O)(=O)c1cccs1)c1ncc(C(F)(F)F)cc1Cl | 2.1 | 5 | 0 | 0 | 5 | 3 | -3 | -1 | -7

Limited to VLA-4 inh, JMJD2C inh and PP5 primary, for some of the entries so far:
SMILES,VLA-4 inh,JMJD2C inh,PP5 primary
CNC(=O)NC1CCCCc2sccc21 (stereo not drawn),4,6,-0.7
Cc1cc(C)c(C#N)c(Nc2ccccc2F)n1,6,10,-0.7

Compound activity as filed in PubChem BioAssay.
